Siah-1 displacement = Siah-1 peptide-binding antagonists, primary screen, biochemical, fluorescence polarization, rhodamine-plectin, uHTS (AID 1817). Siah-1 / rhodamine-plectin peptide fluorescence polarization; higher % means a stronger effect. one-dose displacement, % at 20 µM; IC50 in µM for titrated hits. 290,000 tested, 0.02% active;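 active means displacement of at least 50% at 20 µM, with a fluorescence ratio check between 0.3 and a set limit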;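 further: plate controls were Siah plus tracer with DMSO for no effect and tracer alone without Siah for full effect; strong numbers were not always called active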
KOR beta-arrestin-1 = KOR agonists, beta-arrestin recruitment, primary screen, cell-based, luminescence, uHTS (AID 1777) | Kappa-type opioid receptor (Homo sapiens) | KOR beta-arrestin recruitment, luminescence; higher % means a stronger effect | activation, % at 10 µM; hits with a dose series show EC50 in µM | 280,000 tested, 0.02% active; in the data active means activation above about 50%, passing the limit was not always enough; further: a part of the inactive calls stands beside numbers as strong as those of hits
Salmonella PhoP GFP = inhibitors of PhoP regulon expression, primary screen, Salmonella Typhimurium, GFP reporter (AID 1863); S. Typhimurium PhoP-regulated promoter GFP reporter, 4 h; higher % means a stronger effect; one-dose inhibition, % at 50 µM; IC50 in µM for titrated hits; 300,000 tested, 0.16% active;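 active means inhibition over 29.93%, a cutoff 3 SD above the screen mean, later confirmed by dose response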;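 further: 0% = low Mg2+ inducing control and 100% = high Mg2+ repressing control; strong numbers were not always called active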
KOR beta-arrestin-2 = KOR antagonists, beta-arrestin recruitment, cell-based, luminescence, uHTS (AID 1778). 290,000 tested, 0.091% active. KOR beta-arrestin recruitment, luminescence, antagonist mode; higher % means a stronger effect. one-dose inhibition, % at 10 µM; IC50 in µM for titrated hits; further: strong numbers were not always called active
Myeloid diff 2 = induction of myeloid progenitor differentiation, primary screen, cell-based, flow cytometry, MLPCN library; ER-HoxA9 myeloid progenitors, lysozyme-GFP differentiation; calls only at 10 µM; 360,000 tested, 1% active;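 active means normalized GFP-positive differentiation at or above the plate's own cutoff, the solvent-only control mean plus 3 SD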;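 further: cells exposed to compound for four days before flow analysis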
LYP phosphatase = inhibitors of LYP phosphatase, biochemical, fluorescence intensity, uHTS (AID 1779); Tyrosine-protein phosphatase non-receptor type 22 (Homo sapiens); recombinant LYP phosphatase, fluorescence intensity; higher % means a stronger effect; one-dose inhibition, % at 11.5 µM; IC50 in µM for titrated hits; 290,000 tested, 0.054% active;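 further: plate controls were vehicle with enzyme for no effect and no enzyme for full effect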
HIV peptide binding = inhibitors of HIV fusion peptide binding, primary screen, biochemical, uHTS, fluorescence dequenching (AID 1986). 290,000 tested, 0.3% active. cell-free peptide binding, fluorescence dequenching, 30 min; higher % means a stronger effect. one-dose inhibition, % at 20 µM; IC50 in µM for titrated hits; in the data active means inhibition mostly above about 52%, no sharp cut-off; inactive means mostly below about 76%; further: some results filed as inactive read as strong as hits
NOD1 NF-kB reporter = NOD1 signaling inhibitors, primary screen, cell-based, luminescence, uHTS (AID 1578) | NOD1-driven NF-kB luciferase reporter cells, luminescence; higher % means a stronger effect | inhibition, % at 4 µM, or EC50 in µM where a hit was titrated | 290,000 tested, 1% active; in the data active means inhibition mostly above about 36%, no sharp cut-off; inactive means mostly below about 34%;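 further: HEK-293T reporter cells stimulated with the NOD1 agonist gamma-tri-DAP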
HEK293 NOD2/NF-kB = NOD2 signaling inhibitors, cell-based, luminescence, uHTS, HEK293 (AID 1566) | HEK293 NOD2/NF-kB luciferase reporter, luminescence; higher % means a stronger effect | inhibition, % at 4 µM; hits with a dose series show EC50 in µM | 290,000 tested, 0.63% active; further: many of its hits are not listed in these tables
Myeloid diff 2 GFP+ MAC1+ % = also measured in Myeloid diff 2; calls as there; GFP+ MAC1+ double positive, %; measured here: differentiation confirmed by MAC1 staining
An asterisk follows results filed as active; i = inactive; · = no result given; + = active, no number; [ ] = another dose, or the depositor's remark. Unless noted, no stated cut-off is given here; in the data, active means inhibition above about 50%; inactive means the rest. An excerpt; rates above refer to the full screens.

SMILES	Siah-1 displacement	KOR beta-arrestin-1	Salmonella PhoP GFP	KOR beta-arrestin-2	Myeloid diff 2	Myeloid diff 2 GFP+ MAC1+ %	LYP phosphatase	HIV peptide binding	NOD1 NF-kB reporter	HEK293 NOD2/NF-kB
O=C(O)Cn1cccc1C(=O)c1ccccc1	2%	0.6%	-3%	29%	i	0.4	-3%	-0.3%	-16%	9%
COc1cc2cc(CN(CCCN3CCOCC3)C(=O)Nc3ccc(F)cc3)c(=O)[nH]c2cc1OC	-4%	-3.0%	-1%	-1%	i	0.3	-5%	-0.7%	-12%	6%
Cc1cccc(C)c1NC(=O)CCCN1CC(C)OC(C)C1 (stereo not drawn)	-5%	-2.3%	6%	43%	i	0.3	-12%	-2.5%	30%	-4%
Cc1ccc(S(=O)(=O)/N=C(/NNC(=O)c2cccc(Cl)c2)c2ccccc2)cc1	0%	-2.2%	-2%	-18%	·	·	1%	4.8%	-58%	-31%
COC(=O)CCS(=O)(=O)c1ccc(Cl)c(Cl)c1	-7%	-0.5%	0%	-30%	·	·	0%	-1.4%	25%	-5%
CC(=O)c1cc2c(cc1NC(=O)Cn1nc(-c3ccc(F)cc3)ccc1=O)OCO2	1%	4.3%	9%	-2%	·	·	-2%	-1.2%	-3%	-11%
COc1ccc(C(=O)N(C)Cc2ccccc2)cc1Br	2%	-2.3%	-8%	23%	·	·	5%	0.9%	-39%	-8%
CCc1nnc(NC(=O)CN2C(=O)/C(=C/c3ccc(OC)c(OC)c3)SC2=S)s1	-2%	-1.0%	-2%	-12%	·	·	4%	7.2%	-30%	24%
C/C=C/C(=O)OCC(=O)Nc1cccc(Br)c1	3%	-2.2%	10%	0%	i	0.2	-8%	0.1%	-1%	2%
COc1ccccc1NC(=O)c1ccc2c(c1)N(CC#N)C(=O)C(C)(C)O2	-3%	-5.3%	1%	-14%	i	0.8	0%	-0.1%	-5%	-4%
CCOc1ccc(N2C(=O)CSC2=S)cc1	-2%	-6.2%	11%	1%[20 µM]	i	0.8	-6%	-0.4%	5%	-5%
COc1ccc(CCC(=O)N(C)CC(=O)Nc2ccc(Cl)c(C(F)(F)F)c2)cc1	1%	3.8%	-7%	-23%	i	8.1	-4%	1.5%	-47%	-11%
Cc1ccccc1OCc1nnc(SCC(=O)N2CCc3ccccc32)n1C	1%	3.3%	-4%	-61%	i	0.8	-2%	0.5%	-49%	-8%
COC(=O)CNC(=O)Cn1ccc2ccccc2c1=O	3%	-0.3%	0%	4%	i	0.3	1%	-1.9%	-15%	4%
Brc1ccc2c(c1)OCCOCCOCCOCCOCCO2	9%	0.4%	11%	11%	i	0.4	-2%	0.9%	-25%	1%
CCOC(=O)c1c(C)n(C)c2ccc(OC(=O)c3ccc([N+](=O)[O-])cc3)cc12	0%	3.6%	14%	-4%	i	0.4	-4%	0.4%	10%	3%
O=C(N/N=C/c1ccc2cccc(OCc3ccccc3)c2n1)c1ccc(Cl)cc1	8%	1.9%	-7%	-44%	i	0.7	3%	-3.8%	·	-6%
CN(Cc1nc(CCc2ccccc2)no1)Cc1cccs1	-3%	·	-4%	20%	i	0.6	-2%	-1.0%	-17%	-17%
O=C(CCl)NCCCN(C(=O)C(Cl)Cl)c1ccc([N+](=O)[O-])cc1	5%	2.0%	-1%	-12%	i	1.5	-8%	0.7%	-2%	12%
Cn1c(COc2ccc(Cl)cc2)nc2ccccc2c1=O	4%	-5.0%	8%	1%	i	0.8	-5%	1.9%	-66%	-17%
O=C1c2ccccc2C(=O)N1CCCc1c[nH]c2ccccc12	2%	-3.0%	2%	4%	i	0.4	-3%	0.3%	-10%	-7%
CCNS(=O)(=O)c1ccc(CCC(=O)N2CCN(C(=O)OCC)CC2)cc1	1%	-0.9%	2%	5%	i	0.6	-1%	1.5%	-39%	-9%
O=C(CSc1nc(-c2ccccc2Cl)ns1)Nc1ccc2c(c1)OCO2	3%	-2.8%	-6%	27%	+	6.3*	-2%	-3.1%	-4%	-27%
COc1ccc(Nc2nc3ccc(C)cc3cc2C#N)c(OC)c1	-9%	16%	1%	-6%	i	0.5	-1%	2.1%	-9%	20%
Nc1nnc(SCC(=O)OCC(=O)Nc2ccccc2)s1	-3%	-2.1%	-8%	-32%	i	0.2	-7%	0.8%	-13%	9%
Cc1ccc(S(=O)(=O)N2CCN(C(=O)CSc3nnnn3C)C2)cc1	2%	-2.9%	7%	5%	i	0.8	-9%	0.6%	-5%	8%
Cc1ccc(S/C(=N\S(=O)(=O)c2ccc(Cl)cc2)c2ccccc2)cc1	5%	-5.7%	-7%	21%	i	7.1	-12%	1.2%	7%	20%
CCc1nc2ccccc2nc1N1CCN(S(=O)(=O)c2ccc(Cl)cc2)CC1	13%	2.1%	-2%	39%	i	0.6	-4%	-1.3%	-3%	-1%
COc1ccc2oc(=O)c(C(=O)Nc3cccc(C(C)=O)c3)cc2c1	-2%	-1.6%	-9%	-11%[20 µM]	i	0.3	-3%	0.3%	-45%	-1%
CCCCN(CCCC)CCCN1CC(=O)N2[C@@H](Cc3c([nH]c4ccccc34)C2(C)C)C1=O	10%	-4.5%	1%	9%	i	0.1	-5%	-1.4%	-6%	12%
CCC(CC)C(=O)Nc1cccc(C(=O)NCCc2ccccc2)c1	4%	-4.0%	5%	-8%[20 µM]	i	0.4	-7%	0.8%	-43%	-19%
O=C(OCc1c(F)cccc1Cl)c1cnccn1	14%	-4.3%	8%	27%	i	0.2	0%	1.0%	-20%	16%
c1ccc(-c2csc(Nc3nc(N4CCOCC4)nc(N4CCOCC4)n3)n2)cc1	10%	1.0%	8%	-13%	i	0.3	-6%	-3.8%	11%	24%
COc1cccc(-c2nn(C)c3sc(C(=O)NCc4ccc5c(c4)OCO5)cc23)c1	4%	-4.7%	9%	29%	i	3.7	2%	9.1%	-27%	-2%
Cc1occc1C(=O)Nc1cccc2ccccc12	-4%	-1.2%	1%	-18%	i	0.7	-3%	4.2%	7%	-110%
COc1cccc(/C=N/NC(=O)C(=O)N2CCCC2)c1O	-6%	-1.3%	6%	9%	i	5.6	-6%	-1.0%	21%	-3%
O=C(NCCc1ccc(C(F)(F)F)cc1)C1CCC(=O)N(CCc2cccc(F)c2)C1 (stereo not drawn)	-2%	4.7%	-5%	-6%	i	2.9	-8%	2.9%	-14%	-5%
CC(=O)Nc1ccc(NC(=O)CCC(=O)NCCO)cc1	-2%	-8.2%	27%	5%	i	6.7	-4%	1.0%	-8%	15%
N#C/C=C(/N)N1CCN(c2ccc(Cl)c(Cl)c2)CC1	0%	-1.4%	1%	-12%	i	0.8	-1%	-2.3%	-26%	-5%
CCn1c(SCC(=O)c2ccc(Cl)cc2)nnc1C(C)C	3%	5.2%	2%	4%	i	2.4	-10%	-0.5%	-22%	-9%
Cc1ccc(N(C(=O)c2csnn2)C(C(=O)NC2CCCC2)c2ccncc2)c(C)c1 (stereo not drawn)	-4%	2.1%	10%	-10%	i	0.3	-4%	0.0%	22%	12%
O=C(N/N=C/c1ccncc1)c1sc2ccccc2c1Cl	-5%	13%	-7%	-3%	i	3.7	-2%	-2.5%	-9%	31%
COc1ccc(CNC(=O)c2cc(=O)c3cc(C)c(C)cc3o2)cc1	3%	-1.4%	5%	11%	i	1.4	-9%	-0.8%	-20%	12%
O=C(c1nc2ccccn2c1CNCCCn1nnc2ccccc21)N1CCOCC1	3%	·	23%	-9%[20 µM]	i	0.1	-7%	0.2%	-27%	-1%
COc1ccc(S(=O)(=O)N2CCC(C(=O)N3CCCCC3)CC2)cc1	-1%	2.7%	-4%	-40%	i	0.0	-5%	0.6%	-1%	2%
O=C(Nn1c(Cc2ccccc2)nc2ccccc2c1=O)c1c(O)c2cccc3c2n(c1=O)CCC3	5%	·	-9%	10%[20 µM]	i	0.8	8%	9.7%	39%	11%
COc1cc(C(c2nnnn2C(C)(C)C)N2CCN(c3nc4ccccc4s3)CC2)ccc1O (stereo not drawn)	3%	0.2%	-1%	-1%	i	1.0	-6%	-0.8%	4%	7%
COc1ccc(C(=O)N2CCN(Cc3ccc4c(c3)OCO4)CC2)cc1[N+](=O)[O-]	-4%	1.4%	2%	-5%	i	0.6	4%	-0.9%	-25%	-3%
CCOc1cc(N2CCOCC2)c(OCC)cc1NC(=O)c1ccc(-n2ccnc2)c([N+](=O)[O-])c1	-3%	-0.2%	3%	-25%	i	0.5	-10%	0.2%	13%	-22%
COc1cc([N+](=O)[O-])ccc1NC(=S)N1CCOCC1	2%	4.1%	-1%	8%	i	0.8	-3%	-0.6%	-47%	-12%
O=C(NCCCc1ccccc1)c1cnc2n(c1=O)CCS2	4%	-1.4%	-6%	-76%	i	11	-3%	-0.7%	-30%	-30%

High-throughput results from PubChem BioAssay.
